Abeta yeast res = restores growth of yeast expressing A-beta42 peptide; actives 0.063% (n = 410,000); Potency, µM (top dose mostly 46.1 µM), for inactives: at the top dose growth rescue, hits mostly activators; yeast expressing A-beta42, growth rescue, OD600, 48 h; response scale: 0% DMSO, 100% iron-clioquinol control; note: potency is the fitted concentration of half-maximal effect; nearly all actives have a fitted effect of over 55% in size
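Yeast growth medium received pinned compounds, then yeast cells expressing toxic A-beta were added; plates incubated at 30 C for 48 hr. Growth read as absorbance at 600 nm, normalized to DMSO and equimolar FeCl3 plus clioquinol controls.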
PTHR1 ag = activates the human parathyroid hormone receptor PTHR1 | Q03431 | HEK293 GP2 PTHR1 cells, GloSensor cAMP luminescence, 1 h | Potency, µM (titrated, usually from 115 µM), without a hit: at the top dose activation, hits mostly activators | actives 0.075% (n = 410,000); note: potency is the fitted concentration of half-maximal effect; nearly all actives have a fitted effect of over 55% in size; some results filed as inactive show a strong effect at the top dose; inactives centre near -15; many of its hits are not listed in these tables
Target sequence (Q03431 whole entry, looked up): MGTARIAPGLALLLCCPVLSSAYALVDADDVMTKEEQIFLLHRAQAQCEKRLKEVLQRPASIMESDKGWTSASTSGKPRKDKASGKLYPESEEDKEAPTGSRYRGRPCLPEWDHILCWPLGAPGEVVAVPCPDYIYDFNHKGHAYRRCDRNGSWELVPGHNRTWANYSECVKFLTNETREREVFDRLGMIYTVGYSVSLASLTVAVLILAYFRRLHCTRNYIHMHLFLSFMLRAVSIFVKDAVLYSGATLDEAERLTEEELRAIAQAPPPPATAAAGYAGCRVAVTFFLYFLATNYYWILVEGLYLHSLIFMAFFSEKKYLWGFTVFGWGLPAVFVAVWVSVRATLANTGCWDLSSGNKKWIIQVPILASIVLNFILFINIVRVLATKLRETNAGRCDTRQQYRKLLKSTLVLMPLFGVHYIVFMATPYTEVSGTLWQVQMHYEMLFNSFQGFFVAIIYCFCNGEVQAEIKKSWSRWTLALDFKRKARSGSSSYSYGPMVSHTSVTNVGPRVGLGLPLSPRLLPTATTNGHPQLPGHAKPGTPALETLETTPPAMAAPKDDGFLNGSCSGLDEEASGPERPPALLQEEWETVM
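HEK-293-derived GP2 cells expressing PTHR1 and a GloSensor cAMP reporter, 3,000/well, plated overnight, given luciferin plus IBMX (each 0.5 mM as added) for 1 h at 37 °C, then compound for 1 h at 37 °C. Luminescence was read after 15 min at room temperature.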
HEK293 tox = cytotoxic in the GLP-1 receptor inverse agonist counter-screen. Potency, µM (titrated, usually from 38.3 µM), for the others: at the highest dose activity change, negative = inhibition, hits mostly inhibitors. actives 0.13% (n = 410,000). HEK293 cAMP-luciferase reporter cells, luminescence, 24 h;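 note: loss of luciferase light is scored as toxicity; potency is the fitted concentration of half-maximal effect; % is set by controls: 0 for no effect and ±100 for the full control effect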
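Seeding density was 200 cells/uL; after overnight-length (12 h) culture, 23 nL compounds went on for 24 h at 37 °C. Readout used a luciferase detection reagent, luminescence taken after 12 min at room temperature.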
GLP1R inv ag = acts as inverse agonist at human GLP-1 receptor | Potency, µM (doses to about 38.3 µM), without a hit: at the highest dose activity change, negative = inhibition, actives largely listed as inhibitors | actives 1.6% (n = 410,000) | AID 624417 | HEK293 GLP-1R CRE-luciferase, luminescence, 24 h; GLP-1R form is constitutively active; note: potency is the fitted concentration of half-maximal effect; % is set by controls: 0 for no effect and ±100 for the full control effect; nearly all actives have a fitted effect of over 55% in size
Target sequence (P43220 whole entry, looked up): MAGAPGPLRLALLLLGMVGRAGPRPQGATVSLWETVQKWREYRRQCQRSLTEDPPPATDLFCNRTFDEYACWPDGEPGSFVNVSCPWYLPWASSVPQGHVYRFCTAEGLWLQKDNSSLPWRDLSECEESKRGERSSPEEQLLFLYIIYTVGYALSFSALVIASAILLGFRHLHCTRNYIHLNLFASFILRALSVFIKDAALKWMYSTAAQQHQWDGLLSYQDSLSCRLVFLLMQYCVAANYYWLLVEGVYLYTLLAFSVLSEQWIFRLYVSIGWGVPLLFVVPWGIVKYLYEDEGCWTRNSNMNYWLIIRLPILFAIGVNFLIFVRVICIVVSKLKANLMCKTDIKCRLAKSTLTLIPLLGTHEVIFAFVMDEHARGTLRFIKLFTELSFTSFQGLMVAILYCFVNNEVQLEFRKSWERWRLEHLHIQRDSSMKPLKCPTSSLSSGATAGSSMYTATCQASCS
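Seeding at 200 cells/uL, 12 h culture, 24 hr compound treatment, then luciferase reagent and a luminescence read; cells are HEK293 stably expressing a constitutively active GLP-1R plus cAMP-responsive luciferase.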
FUS yeast rescue = FUS proteinopathy suppression in yeast; S. cerevisiae FUS-expressing, growth rescue, OD600, 24 h; Potency, µM (top dose mostly 76.6 µM), inactives show at the highest dose growth rescue (activation), most hits filed as activators; actives 0.24% (n = 390,000);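 note: potency is the fitted concentration of half-maximal effect; plate controls were DMSO vehicle for no effect and reference control for full effect; nearly all actives have a fitted effect of over 55% in size; some results filed as inactive show a strong effect at the top dose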
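Cultures pregrown in 2.5% raffinose medium are shifted to minimal medium containing 2% galactose to express toxic FUS. Compounds are tested at several concentrations. After 24hr at 30C, growth is quantified at 600 nm absorbance.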
aSyn yeast inh = inhibitors of alpha-synuclein toxicity in yeast; Yeast expressing alpha-synuclein, growth rescue, BacTiter-Glo, 24 h; actives 0.14% (n = 370,000); Potency, µM (top dose mostly 46.1 µM), without a hit: top-dose growth rescue (activation), actives largely listed as activators; note: potency is the fitted concentration of half-maximal effect; % of control where 0% means no effect; nearly all actives have a fitted effect of over 65% in size
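Galactose-induced alpha-syn yeast (OD600=0.02, raffinose-pregrown) + pinned cpd, 24 hr, 30 deg C; growth by BacTiter-Glo luminescence. Growth restoration scores as activation.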
Akt phos inh = blocks phosphorylation of Akt. AID 651550. actives 0.32% (n = 360,000). Neuro2A IGF-stimulated pAkt S473 HTRF, 20 min; active compounds read low. activity change, % for hits at 50 µM; in the data active = activity change below about -80%; inconclusive = mostly about -51% to -80%; note: % is set by controls: 0 for no effect and ±100 for the full control effect
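Neuro2A cells (4,500/well, DMEM with 0.5% FBS) were treated with compound at a single 50 µM final concentration, stimulated with 6 nM IGF for 20 min at 37 °C, and lysed. Phospho-Akt Ser473 was read by HTRF as 665/615 ratio ×10^4.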
TDP-43 yeast inh = rescues yeast growth from TDP-43 toxicity. TDP-43 expressing yeast growth rescue, BacTiter-Glo, 24 h. Potency, µM (series often up to 46.1 µM), inactives show at the highest dose growth rescue (activation), most hits filed as activators. actives 1.8% (n = 410,000). AID 652104; note: potency is the fitted concentration of half-maximal effect; % of control where 0% means no effect; nearly all actives have a fitted effect of over 50% in size
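In this qHTS, compounds that restore growth of yeast expressing TDP-43 appear as activators. Cells (OD600=0.02, galactose medium, raffinose-pregrown) are incubated with compound 24 hr at 30 deg C and growth is quantified by BacTiter-Glo.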
MmCpn inh = inhibitors of Methanococcus maripaludis chaperonin (MmCpn) | purified Mm-Cpn ATPase, ADP Transcreener TR-FRET | Potency, µM (highest dose often 76.9 µM), for the others: at the highest dose activity, negative = inhibition, actives largely listed as inhibitors | actives 0.031% (n = 330,000); note: potency is the fitted concentration of half-maximal effect; % is set by controls: 0 for no effect and ±100 for the full control effect; nearly all actives have a fitted effect of over 80% in size
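Inhibition of chaperonin ATP hydrolysis is measured as reduced ADP production, detected by competitive TR-FRET in which signal falls with ADP. Final enzyme 25 nM and ATP 10 uM, reacted 30 min at 37°C.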
* marks the source's active call; other numbers are inactive results; i = inactive; ? = inconclusive; . = no result given; & = joins results of further samples; [ ] = dose if it differs, or a comment. Unless noted, calls come from the whole dose curve; as a rule, active = well fitted curve in the direction sought with a large enough effect; inconclusive = small, poorly fitted or top-dose-only effect, or another doubt; inactive = no such curve, though single readings can be large; an effect the other way counts as inactive or inconclusive. These rows are one share of the data (hit frequency here may not be typical).

SMILES	Abeta yeast res	PTHR1 ag	HEK293 tox	GLP1R inv ag	FUS yeast rescue	aSyn yeast inh	Akt phos inh	TDP-43 yeast inh	MmCpn inh
O=C(N/N=C/c1ccc(Br)s1)c1cccnc1	-3%	-9%	22%	-7%	.	-3%	i	3%	-1%
CC(C)c1cc(NCC2CCCO2)n2c(nc3ccccc32)c1C#N (configuration not stated)	-8%	-26%	246%[activator]	?	12%	5%	i	10%	-3%
O=C(CCCOc1ccccc1)Nc1cc(S(=O)(=O)N2CCOCC2)ccc1N1CCOCC1	1%	-94%[inhibitor]	-2%	20%	32%	-6%	i	-8%	-1%
CCOC(Cn1cc(C)c(=O)[nH]c1=O)OCC	-13%	i	-12%	-24%	-8%	0%	i	15%[9.22 µM]	2%
CCCCCNC(=O)C(c1cccc2ccccc12)n1c(=O)c(-c2cc3ccccc3[nH]2)nc2ccccc21 (configuration not stated)	4%	i	396%[activator]	?	?	6%	i	35%	.
O=C(NC(Cc1c[nH]c2ccccc12)C(=O)O)c1ccco1 (configuration not stated)	6%	i	37%[activator]	-3%	34%	1%	i	-4%	2%
OC[C@@H]1CN(Cc2cccs2)C[C@H](n2cnc3c(NC4CCC4)ncnc32)O1	-2%	-23%	-7%	37%[activator]	6%	0%	i	0%	.
CC(CNC(=O)Cn1cnc2c(OCc3ccccc3)ncnc21)c1ccccc1 (configuration not stated)	-1%	-5%	3%	-6%	-1%	-5%	i	-8%	-1%
CCCCOc1ccc(OCCNC(=O)C2CCCN2C(=O)Nc2ccccc2)cc1 (configuration not stated)	1%	-2%	-12%	?	43%	2%	i	-24%	0%
CCC(C)Nc1nc(SC(C(C)=O)C(C)=O)nc(N(C)C)n1 (configuration not stated)	?	-8%	0%	?	-2%	-17%	i	25%	0%
COc1ccc(S(=O)(=O)NCC2CCCN(Cc3ccc(OC)cc3F)C2)cc1 (configuration not stated)	6%	18%	0%	?	-6%	-1%	i	6%	-1%
CCc1ccc(S(=O)(=O)c2cnc(SCC(=O)Nc3ccc(OC)cc3OC)[nH]c2=O)cc1	-1%	-20%	-12%	6%	11%	.	.	7%	.
CSc1ncccc1C(=O)OCC(=O)NCCC1=CCCCC1	-15%	-40%[inhibitor]	12%	-26%	12%	20%	i	2%	-3%
CC1(C)Cc2c(cnn2-c2ccc(F)cc2)C(NC(=O)CCn2cncn2)C1 (configuration not stated)	11%	i	-12%	-15%	.	0%	i	22%	4%
CCOC(=O)C1CCCN(Cc2cn3c(-c4ccc(Br)cc4)nnc3s2)C1 (configuration not stated)	-16%	-24%	2%	-11%	-19%	-3%	.	4%	.
CC(=O)c1ccc(OC2(C)CCN(Cc3csc4ccccc34)C2)cc1 (configuration not stated)	-4%	-10%	1%	-4%	-17%	4%	i	?	.
CC(C)C(=O)c1cn(CC(=O)NCc2ccco2)c2ccccc12	11%	-10%[57.5 µM]	2%	-5%	-9%	5%	i	4%	1%
COc1ccc(CN2CCSCC2)c(C)c1C	-2%	-9%	11%	-11%	3%	-5%	i	-1%	-2%
CCOc1ccccc1N(C)C(=O)Cn1ncc2c([nH]c3ccc(C)cc32)c1=O	7%	-42%[inhibitor]	?	?	-4%	1%	i	-10%	1%
O=S(=O)(N1CCCCCC1)N1CCNCC1	-1%	i	0%	4%	-14%	-3%	i	14%	0%

Sorted by value in MmCpn inh (smallest number first): some entries from above.
molecule,PTHR1 ag,Akt phos inh,MmCpn inh
CSc1ncccc1C(=O)OCC(=O)NCCC1=CCCCC1,-40%[inhibitor],i,-3%
CCC(C)Nc1nc(SC(C(C)=O)C(C)=O)nc(N(C)C)n1 (configuration not stated),-8%,i,0%
CCOC(Cn1cc(C)c(=O)[nH]c1=O)OCC,i,i,2%

The results go on.
SMILES	Abeta yeast res	PTHR1 ag	HEK293 tox	GLP1R inv ag	FUS yeast rescue	aSyn yeast inh	Akt phos inh	TDP-43 yeast inh	MmCpn inh
Cc1ccc(-n2ncc3c2CC(C)(C)CC3NC(=O)CCN2CCCO2)cc1 (configuration not stated)	-4%	i	-5%	-29%	22%	-1%	i	13%	2%
O=C(O)/C=C\C(=O)Nc1cc(O)ccc1[N+](=O)[O-]	-12%	i	?	7%	-12%	2%	i	12%	1%
COc1ccc(NC(=O)C23CC4CC(C2)CC(c2ccccc2)(C4)C3)c(OC)c1	-2%	i	26%	?	.	8%	i	21%	3%
O=C(NC12CC3CC(CC(C3)C1)C2)C12CC3CC(C1)CC(n1cnc(Cl)n1)(C3)C2	24%	i	13%	-2%	-15%	-7%	i	13%	1%
O=C(O)C1=C[C@H](c2ccccc2)C[C@H](OCc2ccc(CO)cc2)O1	-25%	-8%	11%	19%	-19%	-6%	i	9%	.
Cc1ccc(C2(c3noc(CN4CCC(C(=O)N5CCOCC5)CC4)n3)CCCC2)cc1	10%	-49%[inhibitor]	9%	12%	-19%	-1%	i	18%	1%
COc1cc(CNC(=O)CCCCCCC(C)C)ccc1O	-9%	-9%	-1%	-9%	5%	6%&0%	i	18%	-2%
CNC[C@@H]1Oc2ccc(NC(=O)Nc3c(C)noc3C)cc2CC(=O)N([C@H](C)CO)C[C@H]1C	-3%	-9%	3%	13%	-18%	-5%	i	14%	1%
CCN(c1ccccc1)S(=O)(=O)c1ccc2c(c1)CCCN2C(C)=O	5%	i	-8%	-9%	-16%	6%	i	2%	0%
O=C1CCCN1C(=O)COc1ccc([N+](=O)[O-])cc1	-2%	-6%	-3%	-18%	-11%	-1%	i	-7%	0%
CC1CCc2nc(NC(=O)COc3ccc(C(C)(C)C)cc3)sc2C1 (configuration not stated)	12%	-20%	16%	?	20%	.	.	9%	.
Cc1ccc(C(=O)COC(=O)c2ccco2)cc1C	-12%	-26%	0%	1%	3%	4%	i	-4%	1%
O=C(N/N=C/c1c[nH]c2ccc(Br)cc12)c1ccn(Cc2ccc(Cl)cc2Cl)n1	17%	i	-9%	11µM*	28µM*	2%	i	20%	-2%
C=CCn1c(SC(C)C(=O)NC2CC2)nnc1-c1ccoc1C (configuration not stated)	5%	-9%	6%	-7%	-28%	-4%	i	19%	-1%
COc1ccc2c(c1)NC(c1ccc(F)cc1)=NC(c1ccc(F)cc1)=N2	-9%	0%	-1%	-5%	22%	.	.	2%	.
Cc1ccc(NC(=S)NCc2ccc3c(c2)OCO3)c(C)c1	15%	-2%	?	?	3%	-4%	i	?	2%
Cc1ncccc1C(=O)N1CCCC(c2cc(C(=O)Nc3ccc(C(C)(C)C)cc3)no2)C1 (configuration not stated)	-13%	-95%[inhibitor]	-7%	?	?	1%	.	19%	.
CCOc1ccc(NC(=O)CCNS(=O)(=O)c2ccc3c(c2)c(=O)n(C)c(=O)n3C)cc1	5%	i	?	-1%	22%	0%	i	2%	-2%
COc1ccc(C)cc1NC(=O)c1c(C(=O)Nc2cccc(C)c2C)sc2nc(C)cc(=O)n12	-2%	-34%[inhibitor]	24%	8%	-8%	.	.	0%	.
Cc1cccc(N2CCN(C(=O)c3ccccn3)CC2C)c1 (configuration not stated)	7%	i	-10%	7%	11%	15%	i	.	-13%
Cn1c(NCc2cccnc2)nc2cc(-c3cccc(C(=O)NCCO)c3)sc2c1=O	-20%	-1%	0%	3%	-13%	-4%	i	-10%	.
COc1ccc(CNC(=O)CN(Cc2ccccc2F)C(=O)c2csnn2)cc1	-3%	?	7%	-35%	0%	-3%	i	-22%	-5%
Cc1ccc(S(=O)(=O)N(C)C)cc1NC(=S)NC1CCCC(C)C1C (configuration not stated)	-5%	-30%	?	?	1%	0%	i	11%	0%
O=C(CSc1nnnn1-c1cccnc1)Nc1ccccc1F	5%	i	-2%	6%	38%	-6%	i	-24%	-2%
CCOC(=O)CSc1cc(-c2ccccc2)nc2ncnn12	-16%	-16%	?	7%	3%	11%	i	?	-18%
O=C(CSc1nc(-c2ccccc2)cc(=O)[nH]1)Nc1ccccn1	24%	-10%	0%	18%	-4%	-2%	i	9%	-6%
OC(CNCCC1C=Nc2ccccc21)Cn1c2ccc(Cl)cc2c2cc(Cl)ccc21 (configuration not stated)	-88%[inhibitor]	i	?	?	23%	-55%[inhibitor]	i	-88%[inhibitor]	-7%
CCc1noc(C)c1C(=O)NCCc1ccc(F)cc1	0%	i	17%	-16%	11%	-4%	i	-16%	5%
CCC(Sc1nc2cc(OC)c(OC)cc2c(=O)n1Cc1ccc(OC)cc1)C(=O)NCCOC (configuration not stated)	4%&-36%	-16%	0%&-11%	53%&8%[activator]	14%&10%	-2%	i	8%	-1%
CC(=O)Nc1nc(N)n(-c2ccccc2)n1	1%	-7%[57.5 µM]	3%	0%	34%	-5%	i	8%	.
CN(C)CCCOC(=O)c1ccc(Cl)cc1Cl	2%	i	-8%	?	2%	-8%	i	-22%	.
COc1ccccc1C(=O)NCCCn1cc(Br)c(C)n1	6%	16%[57.5 µM]	-10%	10%	7%	0%	i	-5%	0%
COc1ccc(S(=O)(=O)N(C)CC(=O)N2CCOCC2)cc1	17%	-14%[57.5 µM]	2%	5%	-19%	-5%	i	-10%	1%
COc1ccc(-c2csc(NCCn3c(C)nc4cc(C(F)(F)F)ccc43)n2)cc1	9%	-4%	-23%	-9%	22%	1%	i	21%	-6%
